# Assay outcomes (PubChem)
# E coli Lon inh: inhibitors of E. coli Lon protease; P0A9M0; purified E. coli Lon protease, fluorescence polarization; inhibition, % at 7.94 µM; 360,000 tested, 0.42% active; in the data active = inhibition above about 13%, passing the limit was not always enough;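 also: 0% = enzyme with probe and DMSO and 100% = no enzyme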
# Target sequence (P0A9M0 whole entry, looked up): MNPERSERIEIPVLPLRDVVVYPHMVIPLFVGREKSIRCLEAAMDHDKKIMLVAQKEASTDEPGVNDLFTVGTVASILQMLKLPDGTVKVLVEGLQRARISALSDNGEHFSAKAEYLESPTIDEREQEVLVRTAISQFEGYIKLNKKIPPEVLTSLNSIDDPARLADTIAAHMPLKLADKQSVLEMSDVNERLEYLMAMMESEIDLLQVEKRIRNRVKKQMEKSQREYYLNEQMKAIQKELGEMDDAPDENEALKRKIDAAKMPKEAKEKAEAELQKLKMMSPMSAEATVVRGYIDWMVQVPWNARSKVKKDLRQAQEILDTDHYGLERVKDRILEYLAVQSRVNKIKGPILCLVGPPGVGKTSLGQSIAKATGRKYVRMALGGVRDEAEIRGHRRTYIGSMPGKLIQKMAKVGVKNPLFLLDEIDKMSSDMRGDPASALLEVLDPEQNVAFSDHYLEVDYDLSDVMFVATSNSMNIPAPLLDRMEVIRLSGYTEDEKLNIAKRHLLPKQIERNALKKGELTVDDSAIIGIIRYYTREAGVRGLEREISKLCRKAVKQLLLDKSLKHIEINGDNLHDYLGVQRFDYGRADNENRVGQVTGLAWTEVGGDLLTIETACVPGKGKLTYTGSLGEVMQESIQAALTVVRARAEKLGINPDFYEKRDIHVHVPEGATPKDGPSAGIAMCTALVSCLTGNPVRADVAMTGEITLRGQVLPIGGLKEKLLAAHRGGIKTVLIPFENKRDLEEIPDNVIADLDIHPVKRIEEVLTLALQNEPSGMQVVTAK
# LMPTP inh: LMPTP (human) inhibition; recombinant LMPTP-A, OMFP fluorogenic substrate, fluorescence intensity; inhibition, % at 20 µM; 360,000 tested, 0.22% active;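 active = compounds that cut the enzyme signal by at least half of the control window in the single-dose screen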;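 also: plate controls were DMSO wells with enzyme plus substrate for no effect and substrate without enzyme for full effect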
#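 Buffer or medium: Bis-Tris pH 6.0, DTT, detergent; Assay system: LMPTP-A enzyme; Quantity: 0.625 nM enzyme; Detection: endpoint fluorescence intensity; Times: 50 min dark incubation at room temperature; Controls: substrate-only low control, DMSO enzyme-plus-substrate high control; Doses: single 20 µM dose; Read-out: percent inhibition versus substrate-only and uninhibited controls; Reagent: 400 µM OMFP.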
# DNMT1 block: blocks human DNA methyltransferase DNMT1 | P26358 | DNMT1 molecular beacon, Hinp1I cleavage, fluorescence | inhibition (reported as % activation of signal), % at 10 µM | 360,000 tested, 0.83% active | AID 588458; in the data active = inhibition above about 50%
# MsrA act: bovine methionine sulfoxide reductase A activation. purified bovine MsrA, absorbance read-out. activation, % at 10.6 µM. 360,000 tested, 0.3% active; in the data active = activation above about 7.5%;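 also: 0% = vehicle and 100% = reference activator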
# SUMO1 PPI mod: modulators of human SUMO1-mediated protein-protein interactions; P63165; SUMO1 binding to a labelled peptide, TR-FRET, 1 h; inhibition, % at 20 µM; 360,000 tested, 0.33% active; AID 602429; in the data active = inhibition above about 37%
# Target sequence (P63165 whole entry, looked up): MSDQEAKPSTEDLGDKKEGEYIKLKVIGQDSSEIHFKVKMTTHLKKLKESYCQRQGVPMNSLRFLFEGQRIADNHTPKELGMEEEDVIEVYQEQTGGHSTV
# MsrA inhibitor: inhibits bovine methionine sulfoxide reductase A; purified bovine MsrA, absorbance read-out; inhibition, % at 15.5 µM; 360,000 tested, 0.75% active; in the data active = inhibition above about 4.5%;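 also: 0% = vehicle wells with enzyme and 100% = reference inhibitor wells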
# TbMetRS inhib: Trypanosoma brucei MetRS inhibition | AID 624268 | inhibition, % at 11.9 µM | 360,000 tested, 0.4% active | purified T. brucei MetRS, ATP depletion, Kinase-Glo luminescence;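 active = inhibition above a per-plate cutoff of the control wells' mean inhibition plus 3 SD, cut at about 5.5% in these data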;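 also: 0% = DMSO wells median and 100% = median of wells with control inhibitor compound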
#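 Test system: purified T. brucei MetRS enzyme. Also added: ATP, methionine and E. coli bulk tRNA substrates. Compound: 11.9 µM single point. Schedule: 15 min enzyme-compound preincubation, 2 h reaction, 10 min detection, 25 °C. Signal: luciferase luminescence of residual ATP, Kinase-Glo. Evaluation: percent inhibition versus plate control medians. Controls: DMSO wells, low control.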
# CendR NRP1 mod: NRP-1/CendR interaction modulation. inhibition, % at 25 µM. O14786. FAM-RPARPAR peptide binding to NRP-1, fluorescence polarization. 360,000 tested, 0.85% active;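 active = inhibition or corrected inhibition above about 18%, plus a signal ratio from 0.5 to 1.5, limit read from the data, passing the limit was not always enough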; also: strong numbers were not always called active
# Scp1 inh: blocks human Scp-1 phosphatase activity. Q9GZU7. Recombinant Scp1, phosphopeptide, malachite green phosphate absorbance. inhibition, % at 20 µM. 340,000 tested, 0.88% active;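 active = inhibition above about 50% at 20 µM, limit read from the data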;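 also: plate controls were DMSO wells with enzyme for no effect and wells lacking enzyme for full effect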
# Target sequence (Q9GZU7 76-261 limits assumed): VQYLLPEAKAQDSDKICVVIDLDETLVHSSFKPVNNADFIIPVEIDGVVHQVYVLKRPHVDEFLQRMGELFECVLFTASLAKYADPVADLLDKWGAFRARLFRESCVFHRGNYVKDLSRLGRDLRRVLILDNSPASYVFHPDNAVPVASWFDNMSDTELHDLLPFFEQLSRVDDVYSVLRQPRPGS
#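 Times: enzyme reaction 45 min at room temperature, colour 5 min, stabilisation 30 min. Material: SCP-1 catalytic fragment, aa 76-261. Medium: Acidic Tris acetate buffer with magnesium and detergent. Signal: colorimetric free-phosphate detection, absorbance 630 nm. Read-out basis: % inhibition of SCP-1 phosphate liberation. Reagent: Phosphorylated 17-residue peptide substrate.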
# STEP block: STEP (human) phosphatase inhibition. P54829. inhibition, % at 20 µM. AID 588621. recombinant STEP, OMFP fluorogenic substrate, fluorescence. 360,000 tested, 0.25% active;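 active = inhibition at 20 µM, scaled per plate between control wells, above about 37%, limit read from the data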;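 also: 0% = DMSO with enzyme and substrate and 100% = substrate only without enzyme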
#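 Assay system: isolated STEP enzyme / Timing: 20 min at room temperature, dark / Doses: 20 µM, 1% DMSO / Technique: fluorescence intensity, excitation 480 nm, emission 540 nm / Reagent: fluorogenic phosphatase substrate OMFP at 25 µM final / Measure: percent inhibition scaled to no-enzyme and uninhibited-enzyme controls, plate-pattern corrected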
# Starred values were filed as active, the others as inactive; nt = not tested or not shown.
CendR NRP1 mod	E coli Lon inh	LMPTP inh	SUMO1 PPI mod	STEP block	MsrA act	Scp1 inh	DNMT1 block	TbMetRS inhib	MsrA inhibitor	smiles
12	1	18	0	0	-1	5	5	-0.2	0.7	c1ccc(CCNc2nc(-c3ccccn3)nc3ccccc23)cc1
-52	-3	1.1	21	2	-4	-10	0	-0.2	0.9	O=CNn1cnc2c(oc3nc(-c4ccccc4)cc(-c4ccco4)c32)c1=O
11	-4	3.3	-1	-1	-9	-1	-37	0.2	nt	CC(C)=CCc1c([C@@H]2CCc3ccc(O)cc3O2)cc2c(c1O)OC(C)(C)C=C2
7	-12	1.0	-2	-17	0	-3	-1	-0.9	0.6	CC(=O)c1ccc(C(=O)Nc2ccc(N3CCOCC3)cc2)cc1
12	8	0.8	3	-1	-11	-4	-5	-0.3	1.1	O=C(CCc1ccccc1)NC(=S)Nc1ccc(S(=O)(=O)N2CCOCC2)cc1
-1	5	-2.1	2	-1	-8	9	-1	-0.3	1.2	CC1CCN(S(=O)(=O)c2ccc3c(c2)c(=O)c(C(=O)N2CCOCC2)cn3C)CC1
25	1	0.6	2	-1	-15	0	1	-1.1	-0.6	O=C(C1Cc2ccccc2CN1S(=O)(=O)c1ccc(F)cc1)N1CCCCC1 (stereo not drawn)
0	-9	-3.7	8	-1	-12	0	0	-1.0	-0.3	CCN1CCN(C(=O)Nc2ccccc2OC)CC1
-10	10	-1.9	-2	0	-11	-5	7	-1.1	-0.3	CCOC(=O)c1sc(C(=O)OCC)c(OCCO)c1OCCO
10	1	-2.6	0	-3	-8	7	4	-0.5	1.5	O=C(O)CCCn1cc(NC(=O)COc2ccccc2)cn1
-8	4	3.4	2	3	0	-3	4	0.7	-0.4	CSc1ccccc1NC(=O)COc1ccc(Cl)cc1Cl
-8	8	0.6	1	-1	-1	-8	-2	-0.5	1.2	CC(C)(C)SCCNC(=O)COc1ccc(Cl)cc1
7	-8	-2.4	1	1	-3	-7	0	0.5	-1.1	O=C1/C(=C/c2cccnc2)SC(=S)N1Nc1ccccc1
-5	-4	0.0	-2	-2	-12	1	-1	-0.8	-1.0	Cn1c(CC(=O)Nc2ccccc2)cc2ccccc21
-1	-22	-0.3	3	-2	1	-2	1	-0.2	0.0	NC(=O)C1CCN(C(=O)c2ccc(Cl)c(S(=O)(=O)N3CCCCCC3)c2)CC1
-17	-18	-1.0	5	1	4	-7	0	-0.1	0.2	CCCCn1c(N)c(N(CCOC)C(=O)c2ccc(-n3c(C)ccc3C)cc2)c(=O)[nH]c1=O

# Single records, as listed above.
# CC(C)(C)SCCNC(=O)COc1ccc(Cl)cc1 is listed as CendR NRP1 mod: -8; E coli Lon inh: 8; LMPTP inh: 0.6; SUMO1 PPI mod: 1; STEP block: -1; MsrA act: -1; Scp1 inh: -8; DNMT1 block: -2; TbMetRS inhib: -0.5; MsrA inhibitor: 1.2
# Cn1c(CC(=O)Nc2ccccc2)cc2ccccc21 is listed as CendR NRP1 mod: -5; E coli Lon inh: -4; LMPTP inh: 0.0; SUMO1 PPI mod: -2; STEP block: -2; MsrA act: -12; Scp1 inh: 1; DNMT1 block: -1; TbMetRS inhib: -0.8; MsrA inhibitor: -1.0
# CCOC(=O)c1sc(C(=O)OCC)c(OCCO)c1OCCO is listed as CendR NRP1 mod: -10; E coli Lon inh: 10; LMPTP inh: -1.9; SUMO1 PPI mod: -2; STEP block: 0; MsrA act: -11; Scp1 inh: -5; DNMT1 block: 7; TbMetRS inhib: -1.1; MsrA inhibitor: -0.3

# The list goes on:
CendR NRP1 mod	E coli Lon inh	LMPTP inh	SUMO1 PPI mod	STEP block	MsrA act	Scp1 inh	DNMT1 block	TbMetRS inhib	MsrA inhibitor	smiles
0	3	0.7	4	2	-2	nt	0	-0.1	-0.9	CC(=O)NC(c1ccccc1)c1nc(-c2cccc(F)c2)cs1 (stereo not drawn)
-18	-6	-1.1	-8	-1	-4	-3	-11	-0.3	0.4	CCN(CC)S(=O)(=O)c1ccc(C)c(NC(=O)Cn2c(=O)cnc3ccccc32)c1
6	-2	11	12	-1	0	-5	-11	0.2	3.1	CCC(C)Nc1nc(-c2cccc(OC)c2O)nc2ccccc12 (stereo not drawn)
0	-6	-1.1	2	3	-13	14	12	-0.6	0.2	Cc1noc(C)c1NC(=O)N(C)C[C@@H]1Oc2ccc(NS(=O)(=O)c3c(C)noc3C)cc2C(=O)N([C@H](C)CO)C[C@H]1C
6	-2	-0.8	-1	-2	4	-5	-1	-1.2	0.8	O=C(CN1CCN(S(=O)(=O)c2ccc(Br)cc2)CC1)Nc1ccc2c(c1)OCO2
4	6	-0.8	2	-5	-4	-2	7	0.0	-0.9	O=C(Nc1cccc([N+](=O)[O-])c1)c1ccc2snnc2c1
1	-8	-0.6	2	1	-11	-7	12	-0.8	0.5	CCOC(=O)c1c(NC(=O)COc2cccc3c2CCN(CC)C3=O)sc2c1CCC2
3	-4	-1.2	-1	-2	-5	-1	3	-0.3	0.3	O=C(CSc1nnc(-c2ccncc2)o1)NC1CCCCC1
-2	3	1.1	2	-21	-2	-2	-8	0.1	0.0	COc1ccc(C(=O)Nc2ccccc2N2CCOCC2)cc1Br
-22	-2	-0.5	20	-2	-5	0	1	-0.4	1.6	Cc1ccc(-c2csc(/C(C#N)=C(\O)CN3CCN(C(=O)c4ccco4)CC3)n2)cc1
6	-8	-0.5	3	-3	0	3	-1	-0.1	-0.7	Cc1ccsc1C(=O)NC1CCCCC1C (stereo not drawn)
6	4	-0.1	3	0	-4	-1	0	-0.4	0.1	Cc1nc2sc3c(c2c(=O)n1NC(=O)CCBr)CCCC3
-1	-3	1.4	6	5	0	-6	-1	0.1	0.4	CC(C)(C)n1ncc2c(=O)n(Cc3cc(F)c(Cl)cc3Cl)cnc21
13	4	-0.9	2	-1	-1	-11	0	-0.3	0.0	O=C(Nc1cccc(F)c1)c1ccc(S(=O)(=O)N2CCCCC2)cc1
7	-15	-2.5	0	0	-5	-5	4	-0.9	-0.7	O=C(c1cccc(Cl)c1)N1CCN(c2ccccn2)CC1
-6	9	0.2	5	-1	-3	6	-4	-0.3	-0.1	CCOc1ccccc1CN1CCNC(=O)C1CC(=O)N(C)Cc1nonc1C (stereo not drawn)
4	11	3.5	1	-1	2	-2	-7	-0.8	0.2	O=C(CSc1n[nH]c(-c2cccs2)n1)N1CCN(S(=O)(=O)c2ccc3ccccc3c2)CC1
10	0	2.1	-2	0	1	-6	-2	-0.5	-0.7	Cc1cccc(C(=O)N2CCC(=O)N(C(COCc3cccc(Cl)c3)Cc3ccccc3)CC2)c1 (stereo not drawn)
0	0	0.0	2	-1	-9	-7	-2	-0.4	-1.2	O=C(COC(=O)c1ccccc1Nc1ccccc1)NCc1ccco1
4	-4	-3.1	3	2	-1	-12	3	-0.3	0.6	CCC(Sc1nc2c(cnn2-c2ccccc2)c(=O)[nH]1)C(=O)OC (stereo not drawn)
-5	-2	-1.1	-2	-3	-3	-11	2	0.3	-1.1	CCOC(=O)Cn1ccc(NC(=O)COc2ccc(F)cc2F)n1
-10	-5	-1.8	3	2	-1	-16	2	-0.2	-0.9	CCOc1ccccc1C(=O)Oc1cc(C)[nH]c(=O)c1[N+](=O)[O-]
8	-9	-1.8	-1	-1	-3	0	5	-0.1	-0.8	NC(=O)C1CCN(C(=O)C2CC(=O)N(Cc3ccccc3)C2)CC1 (stereo not drawn)
4	7	-0.5	1	-1	-3	-8	-2	-0.8	-0.6	CCc1ccccc1NS(=O)(=O)c1ccc2[nH]cc(C(=O)NCc3ccco3)c(=O)c2c1
6	-4	-0.1	-1	1	-4	-2	0	-1.0	0.0	Cc1[nH]c2ccc(C(=O)N3CCCC3)cc2c1C
-55	-7	1.8	15	1	-7	52*	7	0.1	1.3	C=CCn1c(SCC(=O)NCCOC)nc2scc(-c3ccco3)c2c1=O
-8	0	-1.9	-3	0	-1	3	-2	0.0	0.8	O=C1N=C(N2CCCCC2)SC1=C1CCCCC1
16	-12	-1.3	-7	0	-2	-6	1	-0.3	-1.4	Cc1ccnc(NC(=O)C(C)N2C(=O)c3ccccc3S2(=O)=O)c1 (stereo not drawn)
7	0	-1.0	4	1	-6	-3	4	-0.4	0.5	Cc1ccc(-n2c(=O)c3c4c(sc3n3c(=S)[nH]nc23)CCC4)cc1
-7	-18	-0.2	4	6	-2	-5	0	7.9*	0.3	COc1ccc(NC(=O)CN(C)C(=O)c2ccc3c(c2)NC(=O)CS3)cc1
2	2	1.0	2	1	2	8	0	-0.1	0.8	O=C(CSc1nnc(Cc2ccccc2)o1)c1ccc2c(c1)OCO2
-8	-16	2.5	3	3	1	-13	-13	-0.2	0.5	Cc1nn(Cc2ccccc2)c(Cl)c1C(=O)OCC(=O)NC(=O)NC12CC3CC(CC(C3)C1)C2
-10	-1	-0.6	-1	44*	-2	-6	-2	-1.1	0.6	COc1ccc(N(C(=O)C(C)C)S(=O)(=O)c2cccs2)cc1
3	5	3.7	0	-2	-1	-5	1	0.0	0.3	CCNc1c(NS(=O)(=O)c2ccc(OC)cc2)c(=O)oc2ccccc12
-6	-11	-1.9	1	-3	1	nt	0	-0.2	-0.4	CN(c1ccc(C(=O)NCC2CCCO2)cc1)S(=O)(=O)c1ccc(Cl)cc1 (stereo not drawn)
10	-6	-1.5	-2	-3	-3	3	-6	-1.1	-1.3	COC(=O)C1=C(C)N(C)C(=O)NC1c1cccc2ccccc12 (stereo not drawn)
-27	-5	4.8	6	32	-5	-3	0	-0.5	-1.1	Cn1c(=O)[nH]c(=O)c2c1nc(N/N=C/c1ccncc1)n2Cc1ccc(Cl)cc1
6	-7	-1.6	-2	1	-2	7	0	-0.3	0.5	CCOC(=O)C1CCCN(C(=O)CCNS(=O)(=O)c2ccc(Br)cc2)C1 (stereo not drawn)
3	-3	-0.2	-6	1	-1	nt	0	0.7	-1.6	Cc1cn([C@H]2C[C@H](O)[C@@H](/C=C/C(=O)NCC(c3ccccc3)c3ccccc3)O2)c(=O)[nH]c1=O
8	-16	-1.6	4	-2	-1	-11	0	-0.2	3.0	O=C(CSc1ccc(Cl)cc1)NNC(=O)c1ccco1
-4	-10	0.1	-2	-1	-3	-6	1	0.0	-0.2	Cc1ccc(Sc2c(CO)c(-c3ccccc3)nn2C)cc1
-1	9	-1.1	7	2	-1	-4	0	-0.6	0.9	CCCSC1=C(C#N)C(c2ccccc2OCC)CC(=O)N1 (stereo not drawn)
2	-8	-1.8	3	-1	-6	-1	3	-0.3	1.2	Cc1ccc(N(CCC#N)C(=O)COC(=O)c2cc(C)no2)cc1
